# Screening results as filed in PubChem BioAssay.
# Salmonella PhoP GFP: inhibitors of PhoP regulon expression, primary screen, Salmonella Typhimurium, GFP reporter (AID 1863); S. Typhimurium PhoP-regulated promoter GFP reporter, 4 h; higher % means a stronger effect; actives 0.16% (n = 300,000); inhibition, % at 50 µM; hits with a dose series show IC50 in µM;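 active means inhibition over 29.93%, a cutoff 3 SD above the screen mean, later confirmed by dose response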;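 further: 0% = low Mg2+ inducing control and 100% = high Mg2+ repressing control; strong numbers were not always called active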
# T cell HTS: modulators of CD8 T cell-vesicle binding, primary screen, mouse 2C CD8+ T cells, flow cytometry | 2C CD8+ T cell-vesicle binding; stronger effect = lower value | calls only at 7 µM | actives 0.068% (n = 330,000);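 active means response, share of CD8 T cells binding vesicles, and their 90th percentile fluorescence all below set limits, cut at about 80% in these data, passing the limit was not always enough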
#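 Assay system – 2C mouse CD8+ T cells · Also added – QL9-loaded Drosophila micro-vesicles · Timing – Cell–vesicle co-incubation 1.5 h at 37 °C, staining 20 min on ice · Signal – flow cytometry of vesicle-bound cells · Measure – percent CD8+ FL2 mean versus row control · Controls – Peptide-free naked vesicles (low) and QL9 vesicles with 0.7% DMSO vehicle (high)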
# NTR1 ag: agonists of NTR1, primary screen, imaging, U2OS cells, beta-arrestin-GFP, high content (AID 493036). Neurotensin receptor type 1 (Homo sapiens), P30989. NTR1-U2OS beta-arrestin-GFP spot imaging, agonist mode. activation, % at 20 µM. actives 0.17% (n = 330,000);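 active means activation at or above 40% of the spot to cytoplasm intensity ratio, with at least 20 cells analyzed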;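 further: 0% = DMSO without peptide and 100% = 100 nM NTR1 peptide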
# Target sequence (P30989 whole entry, looked up): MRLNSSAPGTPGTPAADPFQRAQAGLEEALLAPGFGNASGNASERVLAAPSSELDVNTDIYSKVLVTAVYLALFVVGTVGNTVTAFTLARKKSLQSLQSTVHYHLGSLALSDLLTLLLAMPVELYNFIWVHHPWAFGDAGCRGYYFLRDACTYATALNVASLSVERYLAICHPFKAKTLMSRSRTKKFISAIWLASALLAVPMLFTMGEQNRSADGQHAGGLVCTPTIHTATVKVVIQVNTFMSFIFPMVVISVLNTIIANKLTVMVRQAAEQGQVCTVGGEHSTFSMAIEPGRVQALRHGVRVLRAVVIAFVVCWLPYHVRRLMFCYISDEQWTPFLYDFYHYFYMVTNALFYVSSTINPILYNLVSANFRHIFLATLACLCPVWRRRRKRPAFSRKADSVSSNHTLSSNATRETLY
# T cell HTS vesicle-bound %: recorded beside T cell HTS, whose call it bears; double positive events, %; measured here: CD8+ vesicle-bound cell fraction;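 binding gate set so that unloaded-vesicle control wells show 10% double positive cells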
# NTR1 ag cell count 20 µM: second read-out of NTR1 ag, no call of its own (marks repeat the call); cell count; measured here: cell count, cytotoxicity flag
# The depositor's hits bear a star; i = inactive.
item | Structure | NTR1 ag cell count 20 µM | NTR1 ag | Salmonella PhoP GFP
1 | COc1ccc(C2=NN(C(=O)CSc3nc(=O)n4cc(C)ccc4n3)C(c3ccc(C)cc3)C2)cc1 (stereo not drawn) | 77 | 7.8 | 5%
2 | CN(C)CCC=C1c2ccccc2C=Cc2ccccc21 | 64 | -0.1 | 2%
3 | CC(=O)c1ccc(NC(=O)C(C)OC(=O)CCN=C2NS(=O)(=O)c3ccccc32)cc1 (stereo not drawn) | 57 | -0.3 | -5%
4 | O=C(NCCCN1CCOCC1)C1CCN(S(=O)(=O)c2ccccc2)CC1 | 72 | 1.9 | 0%
5 | CC(C)(C)c1ccc(OCCC(=O)NNC(=O)c2ccncc2)cc1 | 54 | 1.4 | -1%
6 | O[C@@H]1[C@@H](O)C=C2CCN3Cc4cc5c(cc4[C@H]1C23)OCO5 (stereo partly drawn) | 61 | 14 | -4%
7 | O=c1[nH]cc(S(=O)(=O)N2CCN(c3cccc(Cl)c3)CC2)c(=O)[nH]1 | 67 | -1.9 | 1%
8 | COc1ccc(S(=O)(=O)N2CCC(C(=O)Nc3ccc(S(=O)(=O)N4CCCC4)cc3)CC2)cc1OC | 66 | -1.0 | -7%

item | T cell HTS vesicle-bound % | T cell HTS
1 | 60 | i
2 | 61 | i
3 | 20 | i
4 | 26 | i
5 | 18 | i
6 | 62 | i
7 | 25 | i
8 | 51 | i

item | Structure | NTR1 ag cell count 20 µM | NTR1 ag | Salmonella PhoP GFP
9 | CCN(CC(=O)NCc1ccc(Cl)cc1)C(=O)CCC(=O)c1ccc(F)cc1 | 52 | 0.5 | 5%
10 | Cc1ccc(C)c(S(=O)(=O)N(C)C2CCS(=O)(=O)C2)c1 (stereo not drawn) | 51 | 0.8 | -7%
11 | CCc1noc(C)c1C(=O)N(CCCOC)c1c(N)n(Cc2ccccc2)c(=O)[nH]c1=O | 72 | 0.5 | 5%
12 | CCCCn1c(N)c(N(CC(C)C)C(=O)c2cnccn2)c(=O)[nH]c1=O | 63 | -0.3 | -7%
13 | COc1cc(C(=O)COC(=O)C2CCN(c3ccc(C(F)(F)F)cn3)CC2)ccc1OC(F)F | 66 | 0.8 | -3%
14 | CN(C(=O)COC(=O)CSc1cc(Cl)ccc1Cl)c1c(N)n(Cc2ccccc2)c(=O)[nH]c1=O | 54 | 0.6 | -1%
15 | CN(C)CCn1c2c(c(SCC(=O)Nc3ccccc3)nc1=O)CCCC2 | 54 | 1.7 | -1%
16 | CCc1noc(C)c1C(=O)N1CCCSC1=Nc1ccccc1OC | 72 | 0.7 | 0%

item | T cell HTS vesicle-bound % | T cell HTS
9 | 12 | i
10 | 59 | i
11 | 30 | i
12 | 52 | i
13 | 38 | i
14 | 22 | i
15 | 22 | i
16 | 49 | i

item | Structure | NTR1 ag cell count 20 µM | NTR1 ag | Salmonella PhoP GFP
17 | CC(=O)c1ccccc1NC(=O)COC(=O)/C=C/c1ccc(OC(F)F)cc1 | 46 | 5.7 | -9%
18 | Cc1c(C)n2c(SCC(=O)N3CCCCC3)nnc2[nH]c1=O | 64 | 1.5 | 3%
19 | CCc1noc(C)c1C(=O)Nc1cc(S(=O)(=O)N(CC)CC)ccc1N1CCCC1 | 67 | -0.1 | -4%
20 | CCC(C)N(C(=O)Cn1cnc2c1c(=O)n(C)c(=O)n2C)C1CCS(=O)(=O)C1 (stereo not drawn) | 80 | -0.6 | 9%
21 | Cc1c(Cl)cccc1N=C1SCCN1C(=O)CN1C(=O)NC2(CCCC2)C1=O | 61 | 9.6 | 1%
22 | O=C(NCCc1ccc(Cl)cc1)C(=O)Nc1cc2c3c(c1)CC(=O)N3CCC2 | 64 | 1.7 | 8%
23 | CCCCn1c(N)c(N(CCOC)C(=O)c2cccc(S(=O)(=O)N3CCCCCC3)c2)c(=O)[nH]c1=O | 61 | 1.3 | -12%
24 | Cc1ccc(Cl)c(OC(=O)C2CSC3(C)CCC(=O)N23)c1 (stereo not drawn) | 47 | 0.4 | -4%

item | T cell HTS vesicle-bound % | T cell HTS
17 | 44 | i
18 | 43 | i
19 | 45 | i
20 | 51 | i
21 | 33 | i
22 | 26 | i
23 | 53 | i
24 | 16 | i

item | Structure | NTR1 ag cell count 20 µM | NTR1 ag | Salmonella PhoP GFP
25 | Nn1c(SCC(=O)Nc2ccccc2F)nnc1-c1cccs1 | 56 | -1.2 | -6%
26 | C/C(=N/Nc1ccnc2cc(Cl)ccc12)c1ccc(N)cc1 | 96 | -4.4 | -1%
27 | CN(C)C(CNC(=O)c1ccc(NS(=O)(=O)c2ccc3[nH]c(=O)[nH]c3c2)cc1)c1ccccc1 (stereo not drawn) | 66 | -0.1 | 7%
28 | Cc1ccc(C)c(S(=O)(=O)N2CCCCC2CCNC(=O)C(=O)NCCc2ccco2)c1 (stereo not drawn) | 62 | 0.4 | -1%
29 | CC(=O)c1sc(NC(=O)CCS(=O)(=O)c2ccc(C)cc2)nc1C | 53 | -1.8 | -5%
30 | O=C(Nc1ccc(S(=O)(=O)N2CCCC2)cc1)c1cccnc1Cl | 56 | 0.5 | 0%
31 | Cc1ccc(S(=O)(=O)N2CCC(C(=O)NCCCN3CCOCC3)CC2)cc1C | 65 | -1.2 | -3%
32 | CCN1C(=O)[C@H]2[C@@H](c3ccc(-c4ccc5c(c4)OCO5)c(OC)c3)N[C@@](CC(C)C)(C(=O)OC)[C@H]2C1=O | 51 | -0.9 | 3%

item | T cell HTS vesicle-bound % | T cell HTS
25 | 49 | i
26 | 35 | i
27 | 46 | i
28 | 33 | i
29 | 4 | i
30 | 43 | i
31 | 45 | i
32 | 32 | i

# Given with one line to a screen: part of the list above
[17] CC(=O)c1ccccc1NC(=O)COC(=O)/C=C/c1ccc(OC(F)F)cc1
[18] Cc1c(C)n2c(SCC(=O)N3CCCCC3)nnc2[nH]c1=O
[19] CCc1noc(C)c1C(=O)Nc1cc(S(=O)(=O)N(CC)CC)ccc1N1CCCC1
[20] CCC(C)N(C(=O)Cn1cnc2c1c(=O)n(C)c(=O)n2C)C1CCS(=O)(=O)C1 (stereo not drawn)
[21] Cc1c(Cl)cccc1N=C1SCCN1C(=O)CN1C(=O)NC2(CCCC2)C1=O
[22] O=C(NCCc1ccc(Cl)cc1)C(=O)Nc1cc2c3c(c1)CC(=O)N3CCC2
[23] CCCCn1c(N)c(N(CCOC)C(=O)c2cccc(S(=O)(=O)N3CCCCCC3)c2)c(=O)[nH]c1=O
[24] Cc1ccc(Cl)c(OC(=O)C2CSC3(C)CCC(=O)N23)c1 (stereo not drawn)
[25] Nn1c(SCC(=O)Nc2ccccc2F)nnc1-c1cccs1
[26] C/C(=N/Nc1ccnc2cc(Cl)ccc12)c1ccc(N)cc1

assay / entry	17	18	19	20	21	22	23	24	25	26
NTR1 ag cell count 20 µM	46	64	67	80	61	64	61	47	56	96
NTR1 ag	5.7	1.5	-0.1	-0.6	9.6	1.7	1.3	0.4	-1.2	-4.4
Salmonella PhoP GFP	-9%	3%	-4%	9%	1%	8%	-12%	-4%	-6%	-1%
T cell HTS vesicle-bound %	44	43	45	51	33	26	53	16	49	35
T cell HTS	i	i	i	i	i	i	i	i	i	i

[27] CN(C)C(CNC(=O)c1ccc(NS(=O)(=O)c2ccc3[nH]c(=O)[nH]c3c2)cc1)c1ccccc1 (stereo not drawn)
[28] Cc1ccc(C)c(S(=O)(=O)N2CCCCC2CCNC(=O)C(=O)NCCc2ccco2)c1 (stereo not drawn)
[29] CC(=O)c1sc(NC(=O)CCS(=O)(=O)c2ccc(C)cc2)nc1C
[30] O=C(Nc1ccc(S(=O)(=O)N2CCCC2)cc1)c1cccnc1Cl
[31] Cc1ccc(S(=O)(=O)N2CCC(C(=O)NCCCN3CCOCC3)CC2)cc1C

assay / entry	27	28	29	30	31
NTR1 ag cell count 20 µM	66	62	53	56	65
NTR1 ag	-0.1	0.4	-1.8	0.5	-1.2
Salmonella PhoP GFP	7%	-1%	-5%	0%	-3%
T cell HTS vesicle-bound %	46	33	4	43	45
T cell HTS	i	i	i	i	i

# The list continues:
item | Structure | NTR1 ag cell count 20 µM | NTR1 ag | Salmonella PhoP GFP
33 | Cc1ccc(-c2cc(C(=O)N3CCN(c4ccccc4O)CC3)c3ccccc3n2)cc1 | 51 | 12 | -1%
34 | CCCCn1c(N)c(N(CCOC)C(=O)COC(=O)CCOc2ccccc2)c(=O)[nH]c1=O | 64 | 0.9 | 3%
35 | COc1cccc(-c2nn(-c3ccc(C)cc3)cc2C(=O)N2CCc3cc(OC)c(OC)cc3C2)c1 | 47 | 4.1 | -8%
36 | COc1cccc(NC(=O)CN(C)C(=O)CN2C(=O)NC3(CCCC3)C2=O)c1 | 50 | 0.0 | -7%
37 | COc1ccccc1CCC(=O)OCC(=O)NC1CC1 | 86 | 0.3 | -6%
38 | COc1ccccc1C(=O)NCC(=O)OCC(=O)c1ccc(Cl)s1 | 69 | 1.2 | -5%
39 | O=C(Nc1ccccc1N1CCCCC1)C1CCN(C(=O)c2ccc(Cl)cc2)CC1 | 68 | 4.3 | -2%
40 | Cc1ccnc(NC(=O)c2ccc(NC(=O)CC3SC(N4CCCC4)=NC3=O)cc2)c1 (stereo not drawn) | 69 | -0.6 | -6%
41 | O=C(CNC(=O)c1ccc(Cl)cc1Cl)OCc1ccccc1 | 66 | -0.2 | 1%

item | T cell HTS vesicle-bound % | T cell HTS
33 | 33 | i
34 | 35 | i
35 | 23 | i
36 | 27 | i
37 | 44 | i
38 | 23 | i
39 | 12 | i
40 | 36 | i
41 | 13 | i

# The list is partial; the hit share may differ from the screen's.
